Screening results as filed in PubChem.
MC4R antag cAMP: human MC4R antagonism in cAMP assay. P32245. MC4R-expressing cells, MTII-stimulated cAMP, LANCE TR-FRET. inhibition, % at 6.5 µM. 360,000 compounds, 0.48% hits. AID 540295;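 active means inhibition above its plate's cutoff, the mean of tested wells on that plate plus 3 SD, cut at about 29% in these data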;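 further: 0% = Melanotan II alone and 100% = Melanotan II plus saturating MCL0020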
Target sequence (P32245 whole entry, looked up): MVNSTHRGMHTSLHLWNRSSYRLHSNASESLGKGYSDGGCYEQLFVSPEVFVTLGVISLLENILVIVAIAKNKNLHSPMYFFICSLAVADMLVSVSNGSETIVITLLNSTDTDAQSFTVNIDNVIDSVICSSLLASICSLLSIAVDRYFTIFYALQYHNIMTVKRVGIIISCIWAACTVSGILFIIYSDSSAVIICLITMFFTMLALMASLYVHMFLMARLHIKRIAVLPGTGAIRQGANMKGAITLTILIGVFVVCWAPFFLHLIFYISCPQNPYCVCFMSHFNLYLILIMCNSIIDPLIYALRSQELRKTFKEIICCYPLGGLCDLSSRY
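System: U2OS-MC4R stable cell line; Technique: Eu-cAMP/anti-cAMP TR-FRET, emission 671 nm; Repeats: single well per compound; Also added: Melanotan II; Dosing: one concentration, 6.5 µM nominal; Schedule: 30-min compound, 1-h challenge, 1-h detection, room temperature.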
ABHD5 PLIN5 PPI: blocks binding of human ABHD5 to perilipin-5; inhibition, % at 4 µM; Split G. princeps luciferase complementation, luminescence, 4 h; 360,000 compounds, 0.78% hits;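 active means inhibition above the mean inhibition across every tested compound plus 3 SD, cut at about 22% in these data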;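 further: 0% = DMSO only wells and the 100% control is not disclosed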
MC4R barr agon: activates human MC4R beta-arrestin recruitment | U2OS MC4R beta-arrestin complementation, luminescence; percent of melanotan II response, DMSO zero | activation, % at 8.9 µM | 360,000 compounds, 0.98% hits | AID 540308;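 active means activation above a per-plate cutoff, the mean activation of sample wells on that plate plus 3 SD, cut at about 8% in these data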
NOD2 RIPK2 PPI: blocks binding of human NOD2 to RIPK2; O43353; CHO BLA complementation NOD2-RIPK2, CCF4 ratio; inhibition, % at 4.98 µM; 360,000 compounds, 0.38% hits; AID 624267; in the data active means inhibition above about 21%;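 further: 0% = vehicle only and 100% = reference blocker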
Target sequence (O43353 whole entry, looked up): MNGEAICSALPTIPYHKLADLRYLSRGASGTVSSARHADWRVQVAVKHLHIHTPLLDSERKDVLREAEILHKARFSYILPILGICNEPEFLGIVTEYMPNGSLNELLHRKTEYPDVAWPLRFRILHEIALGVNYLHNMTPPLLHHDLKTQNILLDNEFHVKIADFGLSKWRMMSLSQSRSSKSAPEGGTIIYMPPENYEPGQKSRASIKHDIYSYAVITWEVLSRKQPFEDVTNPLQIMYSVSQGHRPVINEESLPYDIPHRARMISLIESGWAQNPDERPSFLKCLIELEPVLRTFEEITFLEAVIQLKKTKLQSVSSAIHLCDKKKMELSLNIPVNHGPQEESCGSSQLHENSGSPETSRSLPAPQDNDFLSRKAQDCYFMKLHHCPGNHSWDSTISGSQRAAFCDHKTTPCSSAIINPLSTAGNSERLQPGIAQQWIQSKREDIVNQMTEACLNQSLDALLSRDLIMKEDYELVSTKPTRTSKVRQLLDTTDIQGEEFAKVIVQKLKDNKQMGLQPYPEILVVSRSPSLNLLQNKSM
aDG glyco up: increases alpha dystroglycan glycosylation. Pro5-aDG cells, alpha-DG glycosylation AlphaScreen (IIH6); 0% Pro5, 100% B10-LARGE cell signal. 360,000 compounds, 0.22% hits. activation, % at 10 µM;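 active means activation of at least 8% versus controls, or a plate z-score of at least 8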;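 further: Pro5 are CHO cells carrying HIG-tagged alpha-DG that lacks glycosylation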
ABCB6 inh MLPCN: blocks the human ABCB6 transporter | K562-ABCB6 porphyrin accumulation, flow cytometry, 1 h; hits give low values | AID 602162 | 360,000 compounds, 0.19% hits | Q9NP58 | fluorescence ratio to DMSO, % at 10 µM;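 active means fluorescence ratio to DMSO below 75%, the collection mean minus 3 SD; inconclusive means too few cells collected in the well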;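 further: signal is porphyrin accumulated inside mitochondria; 100% equals median channel fluorescence of DMSO control wells; lower ratio means ABCB6 inhibition with less porphyrin fluorescence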
TLR9-MyD88 block: blocks human TLR9 binding to MyD88. AID 504734. 340,000 compounds, 0.21% hits. Q9NR96+Q99836. inhibition, % at 4.98 µM. CHO BLA complementation TLR9-MyD88, CCF4 FRET ratio;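 active means inhibition above the mean over all tested compounds plus 3 SD, cut at about 21% in these data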;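 further: 0% = DMSO only wells and 100% = clavulanate BLA inhibitor control wells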
Glyco luc inh: N-linked glycosylation inhibition; D54 ERlucT glycosylation luciferase reporter, 24 h; percent of 100 nM tunicamycin response; reporter increase, % at 12.5 µM; 360,000 compounds, 0.23% hits;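 active means mean luciferase reporter signal, scaled so untreated is 0 and the glycosylation-blocking control 100, at or above a set limit in every replicate; inconclusive means mean reaches the limit but not every replicate does; inactive means mean below the limit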;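 further: luciferase carries N-glycosylation sites so blocking glycosylation raises the light; 0% = median of neutral control wells and 100% = median of 100 nM tunicamycin wells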
Exocytosis inh: lytic granule exocytosis inhibition; TALL-104 LAMP-1 surface exposure, flow cytometry; cells stimulated with thapsigargin and PMA; inhibition, % at 10 µM; 360,000 compounds, 0.66% hits;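 active means inhibition above about 55%, limit read from the data; inconclusive means no clear call, values can overlap the other calls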
Vif imaging: blocks HIV Vif function | inhibition, % at 7.49 µM | 340,000 compounds, 0.35% hits | AID 602346 | HEK293T cells, Vif self-association by quenched fluorescence, imaging, 24 h; in the data active means inhibition above about 50%, passing the limit was not always enough; inconclusive means no clear call, values can overlap the other calls; inactive means below about 31%; further: some results filed as inactive read as strong as hits
* marks the source's active call; other numbers are inactive results; ? = inconclusive; nt = no result given. These rows are one share of the data (hit frequency here may not be typical).

SMILES	MC4R antag cAMP	ABHD5 PLIN5 PPI	MC4R barr agon	NOD2 RIPK2 PPI	aDG glyco up	ABCB6 inh MLPCN	TLR9-MyD88 block	Glyco luc inh	Exocytosis inh	Vif imaging
CCOC(=O)C1CCCN(C(=S)NC2CCCCC2)C1 (stereo not given)	6	1	0.1	-7	0.0	88	0	0	2	0
CCc1nc(SCC(=O)c2cc(C)ccc2C)n[nH]1	5	0	0.0	0	0.0	86	2	2	-7	-2
COc1cc(OC)cc(-c2cc(N3C(=O)Nc4ccccc4N3O)n[nH]2)c1	-7	6	4.9	-3	0.7	99	-11	0	-2	-5
COc1ccc(CNC(=O)c2cccc3c(-c4ccc(F)c(F)c4)coc23)cc1OC	3	1	-0.5	3	5.4	91	nt	2	6	-39
COc1cccc(CNc2cnc3ccccc3c2)c1O	6	-6	-1.1	-8	2.3	83	-2	-8	-4	nt
O=c1c(Cl)c(O)c2cccc3c4ccccc4n1c23	-1	-1	-1.1	-19	0.1	95	4	4	-6	-5
O=C(O)CC1(CC(=O)Nc2cccc(C(F)(F)F)c2)CCCC1	6	4	-0.3	-1	-0.1	97	11	1	8	13
CCOc1ccccc1CN1CCNC(=O)C1CC(=O)NCCC1=CCCCC1 (stereo not given)	8	3	-0.7	-6	0.3	102	-10	-2	-11	1
COc1ccc(CNC(=O)CSc2nnc(Cn3nnc4ccccc43)n2C)cc1	12	-8	-0.5	-2	0.1	101	-5	-1	1	-5
CCc1c(C2(O)CCCCC2)[nH]c2c(C(=O)OC)cc(Cl)cc12	4	-13	-0.1	0	0.4	97	-2	-1	-4	-8

Exported as comma-separated lines: entries from further up.
SMILES,MC4R antag cAMP,ABHD5 PLIN5 PPI,MC4R barr agon,NOD2 RIPK2 PPI,aDG glyco up,ABCB6 inh MLPCN,TLR9-MyD88 block,Glyco luc inh,Exocytosis inh,Vif imaging
COc1ccc(CNC(=O)c2cccc3c(-c4ccc(F)c(F)c4)coc23)cc1OC,3,1,-0.5,3,5.4,91,nt,2,6,-39
COc1cccc(CNc2cnc3ccccc3c2)c1O,6,-6,-1.1,-8,2.3,83,-2,-8,-4,nt
O=c1c(Cl)c(O)c2cccc3c4ccccc4n1c23,-1,-1,-1.1,-19,0.1,95,4,4,-6,-5

(cont.)
SMILES	MC4R antag cAMP	ABHD5 PLIN5 PPI	MC4R barr agon	NOD2 RIPK2 PPI	aDG glyco up	ABCB6 inh MLPCN	TLR9-MyD88 block	Glyco luc inh	Exocytosis inh	Vif imaging
CN(C)c1ccc(/C(=N\O)C(F)(F)F)cc1	-1	1	0.9	-8	0.3	96	-4	-5	0	nt
CCOC(=O)c1sc(NC(=O)c2ccc(Cl)s2)cc1C	-1	1	-0.2	-5	0.2	103	3	0	-3	-7
Cc1nccn1Cc1ccccc1	25	-2	1.3	-25	-0.2	107	-7	1	5	-5
COc1cc(OC)cc(C(=O)Nc2cccc(-c3ccc(N4CCOCC4)nn3)c2)c1	9	8	2.5	-2	-0.2	104	8	-3	2	-11
Cc1ccc(NS(=O)(=O)c2ccc(C)c(C(=O)Nc3ccc(S(=O)(=O)Nc4onc(C)c4C)cc3)c2)cc1	9	-11	-2.2	-5	0.1	97	-6	5	-4	?
c1ccc(-c2noc(CSc3nnnn3-c3ccccc3)n2)cc1	-12	0	0.5	-9	-0.1	98	8	0	0	nt
Cc1occc1C(=O)N1CCCC(Nc2ccc(C(C)C)cc2)C1 (stereo not given)	1	-1	-2.7	6	0.0	98	-1	-1	0	11
CC[C@]1(C(=O)OC)[C@H]2C(=O)N(C)C(=O)[C@H]2[C@H]2CN(C)C(=NCc3ccccc3)N21	-5	-6	-3.8	-8	-0.1	99	2	1	-10	5
COc1cccc(CNC(=O)C2=C(C)C(=O)OC23CCC(C)CC3)c1 (stereo not given)	0	0	1.6	-4	1.0	95	-7	2	1	2
O=C(COc1ccc(Br)cc1)OCCN1CCCCC1	11	-1	-1.9	1	0.0	101	1	0	1	-6
CSc1ccccc1NC(=O)c1ccc(N2CC3CC(C2)c2cccc(=O)n2C3)c(NC(=O)c2ccncc2)c1 (stereo not given)	2	5	-2.6	-16	0.0	103	2	-1	1	-4
COc1cccc(CC(=O)N2CCC(n3nccc3NC(=O)C3CC3)CC2)c1	8	3	-2.0	12	0.0	99	-4	0	0	-4
O=[N+]([O-])c1cccc(-c2cc3cccc[n+]3cc2-c2cccc([N+](=O)[O-])c2)c1	14	-3	-1.1	-3	0.2	112	-8	1	-4	-14
COc1ccccc1C(=O)Nc1nnc(-c2ccc(F)cc2)s1	-2	-7	1.0	-2	0.2	98	1	1	-2	-1
O=C(c1cc(-c2cccs2)on1)N1CCOCC1	2	2	-0.9	1	-0.1	103	-2	-4	-4	?
Cc1ccc(C(=O)CC2(O)C(=O)N(C)c3ccc(Br)cc32)c(C)c1 (stereo not given)	-4	-9	-0.4	8	0.2	99	-1	0	-4	12
COc1ccc(CSc2nnc(N)s2)cc1F	1	-2	-0.1	-6	-0.3	137	0	2	-1	-4
Cc1ccc(OC(=S)Nc2ccc(F)cc2)cc1	0	-1	-0.2	-1	0.0	95	9	1	-1	-6
Cc1nnc(SCC(=O)N/N=C/c2ccc(-c3ccc(C)c(Cl)c3)o2)s1	-1	5	3.2	-5	0.2	97	-4	15	-3	-3
Cc1ccc(-c2cc(C(=O)Nc3c(C)n(C)n(-c4ccccc4)c3=O)no2)cc1	-2	5	-2.5	-7	-0.1	103	-10	-1	-3	13
CCC(=O)c1ccc(OCC(O)CN2CCN(c3ccc(F)cc3)CC2)cc1 (stereo not given)	6	-5	-1.6	-5	0.3	100	4	-1	3	-2
Cn1nnnc1Sc1ncnc2scc(-c3ccc[nH]3)c12	6	42*	-1.3	14	-0.1	104	5	10	-4	1
CC(=O)Cn1nnc2sc3c(c2c1=O)CCC(C(C)(C)C)C3 (stereo not given)	8	-2	-0.4	-6	-0.7	93	-8	-4	0	-9
COc1ccc(NC(=O)C(Cl)=C(Cl)Cl)cn1	18	5	-3.0	-3	0.7	103	6	0	0	9
Cc1cc(=O)oc(C)c1C(=O)NCC1CCCO1 (stereo not given)	8	-10	-0.8	-14	0.0	96	6	3	3	8
O=C(CSc1nnc(-c2ccc(C(F)(F)F)cn2)s1)c1ccc(Cl)cc1	-4	0	1.1	5	0.0	91	-1	0	-5	-7
Cc1ccc2c(c1)N(CC(=O)NC1CCCCCC1)C(=O)c1cccnc1O2	15	-1	-2.2	-3	0.3	95	-3	1	-3	-6
COC(=O)c1cn(C(=O)c2cccs2)c2ccccc12	12	-2	0.9	-10	0.0	90	-5	2	-2	3
O=C(CSc1nc(N2CCOCC2)nc(N2CCOCC2)n1)Nc1cccc(C(F)(F)F)c1	11	6	4.6	-3	0.3	101	-7	1	4	-4
COCCn1c(SCC(=O)Nc2cc(C)on2)nnc1C(C)C	21	-1	0.6	-12	0.1	103	-5	3	-7	-8
CCCC(=O)NC(c1ccccc1Cl)c1ccc2cccnc2c1O (stereo not given)	4	14	-1.8	5	-0.3	102	6	-8	16	-9
CCC(C)NC(=O)[C@H]1N2C(=O)c3c(ccc(OC)c3OC)C2SC1(C)C (stereo not given in full)	22	6	2.1	-10	0.0	96	-5	0	7	-4
CCS(=O)(=O)N1CCCC(C(=O)NCc2cccnc2)C1 (stereo not given)	-2	0	0.9	1	-0.2	99	-2	-1	2	0
COc1ccccc1CCc1nnc(CCC(=O)NC(C)Cc2ccsc2)o1 (stereo not given)	2	13	1.1	3	0.9	99	-6	0	1	-1
O=C(Nc1ccccc1C(=O)Nc1ccc(F)cc1)c1ccco1	10	-7	-2.8	-7	-0.2	93	-2	-1	-1	-2
CC1CCCCN1S(=O)(=O)c1ccc(N(C(=O)c2cnccn2)C(C(=O)NC2CCCCC2)c2cccs2)cc1 (stereo not given)	-4	-3	-1.9	-11	-0.1	94	6	-3	13	-8
COCCNC(=O)C(c1ccc(C)o1)N(C(=O)c1snc(C(N)=O)c1N)c1ccc(C)c(C)c1 (stereo not given)	15	-2	-0.2	-8	0.3	102	-6	5	-1	5
CCOc1cc(C(=O)OC(C)C(=O)Nc2ccc(NC(C)=O)cc2)ccc1OCC(=O)N1CCCCC1 (stereo not given)	14	-2	-2.0	0	-0.4	96	11	-1	-2	1
Cc1cc(N2C(=O)C(O)=C(C(=O)c3cc4ccccc4o3)C2c2cccc(Cl)c2)no1 (stereo not given)	17	-17	-0.9	-5	-0.2	97	0	-1	3	13
O=C(CC1CCCC1)Nc1ccc(Cl)c(S(=O)(=O)N2CCOCC2)c1	3	10	-1.2	9	0.4	92	-9	-2	1	-10
O=C(Nc1c(Cl)ccc2nsnc12)c1ccc(Br)o1	1	2	-2.7	-8	-0.1	100	-5	-1	-3	5
Cc1cccc(Nc2nc(N)nc(CN3CCN(c4ccc(F)cc4)CC3)n2)c1	14	11	2.9	-6	12*	91	-2	2	0	-3
COCCCNC(=O)Cn1cnc2sc(C)c(S(=O)(=O)N3CC(C)CC(C)C3)c2c1=O (stereo not given)	-3	0	-2.3	-1	0.1	108	-2	-1	-24	25
Cc1ccsc1CNn1cnnc1SCc1ccc(Cl)cc1	1	2	0.1	-3	0.4	100	-3	-3	-1	-1
Cc1cc(C(C)(C)C)ccc1OCCN1CCCC1	4	0	-1.9	-9	0.5	85	3	-2	-3	nt
CC1(C(=O)NS(=O)(=O)c2ccc(C#N)cc2)CCN1C(=O)C1(c2ccc(Cl)cc2)CC1 (stereo not given)	4	-3	2.0	-6	0.0	101	nt	1	1	9
Cc1ccc(S(=O)(=O)N2CCOCC2)cc1NC(=O)CSc1ccccn1	10	-6	1.4	-9	-0.3	101	-7	0	-6	18
OC[C@H]1O[C@@H](c2nc(-c3ccc4c(c3)CCO4)no2)[C@H](O)[C@@H](O)[C@H]1O	0	-5	-1.3	-1	-0.1	101	nt	2	-2	nt
Cc1c(C)n(C(=O)CN2CCC(C)CC2)c2ccccc12	-5	-17	0.0	-5	0.0	99	-11	3	0	0
C=CCOc1c(Cl)cc(CNn2cn[nH]c2=S)cc1OC	-6	-9	0.1	-8	-0.1	98	5	3	3	7

(continued)
SMILES	MC4R antag cAMP	ABHD5 PLIN5 PPI	MC4R barr agon	NOD2 RIPK2 PPI	aDG glyco up	ABCB6 inh MLPCN	TLR9-MyD88 block	Glyco luc inh	Exocytosis inh	Vif imaging
O=c1oc2ccccc2c(N2CCC(c3ccccc3)CC2)c1[N+](=O)[O-]	0	0	-1.6	-3	0.1	100	6	-2	-4	0
Cc1cc(NC(=O)c2ccccc2Oc2ccccc2)no1	6	2	-2.0	-15	0.0	98	-1	1	-7	nt
COC(=O)NCC(c1cccnc1)N1CCOCC1 (stereo not given)	5	-4	-0.2	0	0.0	102	4	2	1	nt
COc1cc(OC)c(NC(=O)C2CC(=O)N(c3ccc4c(c3)OCCO4)C2)cc1Cl (stereo not given)	0	3	-0.3	-3	-0.2	93	8	1	-1	-16
NC(=O)c1ccccc1OCCOCCOCCOc1ccccc1C(N)=O	9	-1	-0.8	-11	0.0	88	11	0	0	20
O=C1N[C@@H](Cc2ccccc2)COC(=O)[C@H](Cc2ccc(F)cc2)CC/C=C/C[C@@H]1CC(=O)N(CCO)Cc1ccccc1	8	1	-2.3	-5	0.2	99	-3	-1	58*	-6
